Source: PubChem BioAssay
GPR7 antagonist: human neuropeptides B/W receptor 1 antagonism. inhibition, % at 4.4 µM. GPR7-expressing cells, fluorescence antagonist assay. 1.1% of 290,000 active. AID 1861; in the data active means inhibition above about 16%, passing the limit was not always enough;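 further: cells stimulated with the agonist NPW; 0% = agonist with vehicle and 100% = vehicle without agonist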
Target sequence (P48145 whole entry, looked up): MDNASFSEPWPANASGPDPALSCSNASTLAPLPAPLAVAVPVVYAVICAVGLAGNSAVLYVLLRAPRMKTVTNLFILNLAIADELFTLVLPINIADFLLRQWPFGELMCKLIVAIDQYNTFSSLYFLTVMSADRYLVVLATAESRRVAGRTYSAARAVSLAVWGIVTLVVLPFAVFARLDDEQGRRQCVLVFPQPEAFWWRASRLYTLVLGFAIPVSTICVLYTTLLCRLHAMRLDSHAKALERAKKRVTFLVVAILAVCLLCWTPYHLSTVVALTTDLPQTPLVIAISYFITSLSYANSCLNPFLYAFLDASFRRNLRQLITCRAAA
MEKK3 PB1 HTS: MEKK3-MEK5 PB1 interaction, increase or decrease; bead-based flow cytometry, Alexa488-MEK5 binding to MEKK3; actives lie on both sides; 0 = blocked by unlabeled MEK5, 100 = vehicle; binding response (% of control), % at 10 µM; 1.4% of 290,000 active;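 active means binding response more than 3 SD above or below the average of its plate-row segment, actives on both sides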;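 further: Alexa488 bead fluorescence after subtracting the streptavidin-only scavenger bead signal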
Target sequence (Q99759 whole entry, looked up): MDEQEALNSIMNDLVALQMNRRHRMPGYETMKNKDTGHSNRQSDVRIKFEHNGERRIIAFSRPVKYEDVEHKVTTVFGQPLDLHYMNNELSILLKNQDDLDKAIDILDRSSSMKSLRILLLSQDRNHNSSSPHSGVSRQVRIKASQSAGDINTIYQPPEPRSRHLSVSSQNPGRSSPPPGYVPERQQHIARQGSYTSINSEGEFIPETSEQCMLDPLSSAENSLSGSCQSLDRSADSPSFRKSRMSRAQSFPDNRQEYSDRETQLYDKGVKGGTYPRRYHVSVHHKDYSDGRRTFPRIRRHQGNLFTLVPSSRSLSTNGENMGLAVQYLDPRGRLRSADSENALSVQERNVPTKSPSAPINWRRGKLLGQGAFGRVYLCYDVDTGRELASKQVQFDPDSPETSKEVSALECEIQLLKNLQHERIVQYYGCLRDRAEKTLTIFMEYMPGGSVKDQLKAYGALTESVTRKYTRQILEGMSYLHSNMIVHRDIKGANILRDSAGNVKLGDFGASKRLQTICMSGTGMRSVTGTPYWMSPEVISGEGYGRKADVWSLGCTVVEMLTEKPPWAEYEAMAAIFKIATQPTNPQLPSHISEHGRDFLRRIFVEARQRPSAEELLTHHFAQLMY
MEKK2wt PB1 HTS: raises or lowers MEK5 binding to wildtype human MEKK2 PB1 domain. 1.1% of 290,000 active. AID 1531. Q9Y2U5. bead flow cytometry, Alexa488-MEK5 binding to MEKK2 WT; actives lie on both sides. binding response (% of control), % at 10 µM; in the data active means binding response below about 67% or above about 130%
NALP1 inh: inhibitors of NALP1 inflammasome in yeast | S. cerevisiae NALP1/ASC/caspase-1 growth, X-gal OD620, 72 h | inhibition, % at 10 µM | 0.61% of 280,000 active; in the data active means inhibition mostly above about 24%, no sharp cut-off; inactive means mostly below about 32%; further: some compounds called inactive have numbers as strong as hits
MEKK2mut PB1 HTS: signal of MEK5 binding to mutant human MEKK2 PB1 domain; bead flow cytometry, Alexa488-MEK5 binding to MEKK2 mutant; percent response, % at 10 µM; 0.35% of 290,000 active; in the data active means percent response above about 24%, passing the limit was not always enough; further: inactives centre near 1; some results filed as inactive read as strong as hits; reference of the scale not given here
OXTR agonist: human OXTR agonism; P30559; 0.32% of 320,000 active; AID 2435; CHO-OTR cells, Fluo-8 calcium fluorescence; normalized: DMSO 0%, oxytocin 100%; activation, % at 3 µM;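 active means activation above the mean of all tested compounds plus 3 SD, cutoff set per screening run, cut at about 20% in these data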;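 further: peak over basal fluorescence ratio from a 100 s FLIPR kinetic read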
DNA FID counter: displaces DNA intercalator in HCV helicase counter-screen | DNA fluorescent intercalator displacement, fluorescence | AID 1845 | inhibition, % at 7.9 µM | 0.17% of 290,000 active; in the data active means inhibition above about 37%;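 further: 0% = vehicle and 100% = reference compound; higher means more ethidium bromide displaced from hairpin DNA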
PfM18AAP inh: PfM18AAP enzyme inhibition | recombinant PfM18AAP, H-Glu-NHMec fluorogenic cleavage | inhibition, % at 7.35 µM | 1.2% of 290,000 active | AID 1822;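 active means inhibition above the campaign mean inhibition over all tested compounds plus 3 SD, cut at about 28% in these data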;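 further: 0% = plate median of test compound wells and 100% = 2 mM ZnCl2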
PHOSPHO1 inh: blocks human PHOSPHO1 phosphatase activity. recombinant PHOSPHO1, absorbance phosphatase assay. inhibition, % at 13.3 µM. 1.1% of 290,000 active; in the data active means inhibition above about 60%
An asterisk follows results filed as active; / = not tested or not shown.

Order of results: MEKK3 PB1 HTS	DNA FID counter	OXTR agonist	NALP1 inh	MEKK2wt PB1 HTS	PHOSPHO1 inh	MEKK2mut PB1 HTS	GPR7 antagonist	PfM18AAP inh
O=C(NC(=S)N1CCCCC1c1cccnc1)c1ccc(F)cc1 (configuration not stated)
 : 100	-15	1.3	-9	102	16	2	-3	6
CN1C(C(=O)NCc2ccc(OC(F)(F)F)cc2)CC2Cn3c(nc4cc(Cl)c(Cl)cc43)C21 (configuration not stated)
 : 90	/	5.0	/	91	30	-8	/	/
O=S(=O)(NCc1ccccc1)c1ccc(NC(=S)NCc2ccco2)cc1
 : 101	-2	14	-14	99	-47	2	-3	1
Cc1cc(OCC(=O)Nn2cnnc2)c(C)cc1Br
 : 103	-6	0.8	/	102	-11	3	-1	46*
O=[N+]([O-])c1ccc(Sc2ccc(Cl)c(Cl)c2)nc1
 : 100	4	-1.8	18	99	-31	1	5	-4
O=C(NN1CC(=O)N(c2cc(Cl)cc(Cl)c2)CC1=O)c1sccc1Cl
 : 102	-4	0.9	/	94	23	6	6	0
CCOc1ccc(-c2ccc(SCC(=O)N3CCN(c4ccccc4)CC3)nn2)cc1
 : 97	-1	-1.6	19	103	-5	11	-7	3
COc1ccccc1NC(=O)c1oc2ccccc2c1NC(=O)C1CC1
 : 102	-22	-1.5	12	99	34	3	-16	5
O=C1/C(=C/c2ccc([N+](=O)[O-])cc2)Oc2cc(O)ccc21
 : 104	9	/	11	106	22	13	-1	-1
CCN(CC)CCCN(Cc1cc2cc3c(cc2[nH]c1=O)OCO3)C(=S)Nc1ccccc1OC
 : 94	32	-0.1	10	88	16	-7	-2	25
CCN(CCNC(=O)C1CCN(S(=O)(=O)c2c(C)noc2C)CC1)c1ccccc1
 : 102	-8	-0.5	-2	101	-13	5	-14	10
CCOC(=O)N1CCc2c(sc3c2c(=O)n(Cc2ccccc2)c(=O)n3CC(=O)NCCOC)C1
 : 107	-10	0.1	1	108	8	-1	-6	-4
COc1ccc(-c2nn(-c3ccccc3)cc2CO)cc1
 : 107	-12	5.3	12	102	-7	9	-1	-2
CCS(=O)(=O)Nc1cccc(-c2ccc3nnc(C)n3n2)c1
 : 103	-9	0.2	8	108	40	-1	-11	4
O=C(COc1ccccc1)Nc1ccccc1Oc1ccccc1
 : 98	-15	-2.6	34	101	-18	-1	-10	8
Cc1cc(SCCC(=O)O)nc2c(C)cccc12
 : 103	-15	1.4	6	109	-3	4	9	19
Cc1nc2ccc(CN(C)c3ccc(C(=O)N[C@@H](CCC(=O)O)C(=O)O)s3)cc2c(=O)[nH]1
 : 104	/	-0.1	/	106	/	4	/	/
COc1ccc(OC)c2sc(NNC(=O)C3COc4ccccc4O3)nc12 (configuration not stated)
 : 107	-16	-0.1	-17	100	32	0	0	14
CCN(CC)S(=O)(=O)c1cccc(NC(=O)CN(C)C2CCCCC2)c1
 : 110	7	-1.2	16	102	18	-1	-2	-9
Cc1ccc(C)c(NC(=S)c2nc3ccccc3s2)c1
 : 104	0	-0.1	24	103	26	2	-16	-9
COCCNC(=O)CSc1nc2cc3c(cc2c(=O)n1CCCC(=O)NCCc1ccc(OC)c(OC)c1)OCO3
 : 100	-23	-1.5	13	101	2	2	1	5
CCOC(=O)CNC(=O)COc1coc(CN2CCN(c3ccc(F)cc3)CC2)cc1=O
 : 104	-22	-0.2	-6	107	26	1	-11	-9
COC(=O)C1=C(O)CSC1=Nc1ccc(C)cc1
 : 102	-4	-2.0	31	101	16	-1	-4	0
CCCc1noc(-c2cccc([N+](=O)[O-])c2)n1
 : 96	0	-0.3	-10	93	-19	-4	14	9
O=C(COC(=O)c1cc[n+]([O-])cc1)Nc1ccc(SC(F)F)cc1
 : 104	-1	1.3	/	109	25	1	-13	1
COc1ccsc1NC(=O)OCc1ccc(Cl)cc1
 : 104	-10	-1.4	7	104	23	5	-5	2
COC(=O)CN1C(=O)C2(OCCCO2)c2ccccc21
 : 100	0	0.2	-5	104	-4	3	-1	-2
O=C(CN1C(=O)NC2(CCc3ccccc3C2)C1=O)NCC(F)(F)F (configuration not stated)
 : 106	-6	-0.5	9	105	29	14	-15	3
Cc1ccc(-c2csc3ncn(/N=C/N(C)C)c(=O)c23)o1
 : 83	0	-0.9	12	93	-25	-7	0	-15
C=C(C)COc1ccc(-c2nc(N)ncc2-c2ccccc2OC)c(O)c1
 : 102	-26	-1.7	18	102	21	2	-18	-7
O=C(N/N=C/c1ccccn1)c1sc2ccccc2c1Cl
 : 95	-13	-1.4	3	95	-1	-5	19*	14
O=c1c2cnn(-c3ccccc3)c2nnn1/N=C/c1cccnc1
 : 105	7	0.8	6	106	16	6	-6	2
CC1CCN(S(=O)(=O)c2cc3c4c(c2)C(C)C(=O)N4CCC3)CC1 (configuration not stated)
 : 99	-24	-1.6	4	98	53	3	-4	-2
CCCCc1cc(=O)oc2cc(C)cc(OCC(=O)O)c12
 : 93	-20	0.3	3	95	2	-9	0	0
Cc1cccc(OC(=O)CN2C(=O)C3C4CCC(C4)C3C2=O)c1C (configuration not stated)
 : 102	-17	0.0	-4	102	-152	3	-6	0
N#Cc1cccc(NC(=S)Nc2ccccc2)c1
 : 107	1	0.1	11	105	-30	-2	-13	0
COc1ccc(CCN2C(=O)CC(C(N)=O)SC2=Nc2ccccc2)cc1 (configuration not stated)
 : 99	-14	0.9	6	97	37	-2	-2	-4
O=C(NCC1CCCO1)C(=O)NCC(c1ccco1)N1CCN(c2ccccc2F)CC1 (configuration not stated)
 : 96	-35	0.4	6	98	-4	-2	-1	1
CCOC(=O)c1[nH]c2cc(OC)c(OC)cc2c1NC(=O)CN(C)C1CCCCC1
 : 99	-3	-0.4	15	102	14	3	11	-1
COc1ccccc1N1CCN(S(=O)(=O)c2c(C(=O)N3CCOCC3)c(C)n(C)c2C)CC1
 : 103	-31	-0.9	11	107	22	3	-12	-6
Cc1ccc(-c2nc3cc(N)ccc3o2)cc1Br
 : 110	-9	1.8	19	103	24	0	-4	1
O=C(CCN1CCN(c2ccccc2F)CC1)Nc1ccccc1F
 : 105	-5	-1.1	4	102	-23	10	9	-2
NC(=O)COC(=O)c1ccc(Cl)c(S(=O)(=O)N2CCCCCC2)c1
 : 101	-5	1.4	-2	98	-33	-1	-6	-2
O=C1CCC(=O)N1c1ccc(CSc2nc3ccccc3[nH]2)cc1
 : 98	-1	5.4	-3	95	35	1	-8	-28
CCCCC(=O)NS(=O)(=O)c1ccc(N=NN2CCOCC2)cc1
 : 100	-16	0.7	20	92	-12	-2	5	5
CCCCSc1nnc(-c2ccc(C)cc2)o1
 : 103	-4	-1.0	14	108	1	8	-1	4
O=C(Nc1ccnn1C1CCN(Cc2ccc(CO)o2)CC1)c1ccccc1
 : 102	3	-0.3	15	107	43	5	29*	4
CN(C(=O)CN1C(=O)S/C(=C\c2ccc(F)cc2)C1=O)C1CCS(=O)(=O)C1 (configuration not stated)
 : 95	-18	0.6	22	98	16	-6	6	-9
Nc1c(C(=O)O)sc2nc(-c3ccccc3)cc(-c3ccc(Cl)cc3)c12
 : 107	-1	-0.7	-5	102	40	3	8	6
O=C(CN1CCOCC1)NC1CC2CCC1C2 (configuration not stated)
 : 96	0	0.9	13	93	24	-4	-10	-11

New compounds follow:
Order of results: MEKK3 PB1 HTS	DNA FID counter	OXTR agonist	NALP1 inh	MEKK2wt PB1 HTS	PHOSPHO1 inh	MEKK2mut PB1 HTS	GPR7 antagonist	PfM18AAP inh
COCCCNC(=O)CCc1nnc(Cc2ccc(-c3ccccc3)cc2)o1
 : 97	-28	1.7	12	97	41	3	0	-2
C/C(=N\NC(=O)Cc1csc(N2CCOCC2)n1)c1ccccc1
 : 84	-7	3.2	48	91	12	-14	-5	2
CC(C)CCN1CCN(Cc2coc3ccccc3c2=O)CC1CCO (configuration not stated)
 : 105	-7	-0.3	8	107	39	4	-14	-2
COc1ccc(C(=O)Oc2coc(CSc3nnc(NC(=O)c4cccs4)s3)cc2=O)cc1
 : 100	7	-0.5	17	100	0	-2	0	-9
O=C(CCn1ccc2cc(S(=O)(=O)N3CCCC3)ccc21)NCCc1ccccc1
 : 104	-37	-1.0	-2	104	28	5	2	3
Cc1csc(Cn2c(CN(C)C)nc3ccccc3c2=O)n1
 : 97	-1	-0.5	10	100	29	1	-12	-1
C=CCNc1nc2ccccc2nc1NS(=O)(=O)c1ccc(F)cc1
 : 105	-21	1.7	-10	108	42	11	2	7
Cc1[nH]nc2nc3c(c(OC(=O)c4ccccc4)c12)c(=O)n(C)c(=O)n3C
 : /	-4	-0.1	-4	/	-7	/	-11	1
CC1CCN(c2c(NCc3ccc(C(=O)N(C)C4CCCCC4)cc3)c(=O)c2=O)CC1
 : 94	-25	0.0	1	98	4	-6	-8	2
O=C(CONS(=O)(=O)c1ccc(Cl)cc1)NCCNc1ncc(C(F)(F)F)cc1Cl
 : 104	-23	3.6	-7	104	38	12	-12	-4
C#Cc1ccc([C@H]2C=C(C(=O)O)O[C@@H](OCc3ccc(CO)cc3)C2)cc1
 : 108	-29	0.9	-6	109	18	10	-7	3
Cc1ccc(-c2noc(CCC(=O)Nc3cccc(C#N)c3)n2)cc1
 : 93	0	8.5	4	97	-8	-4	-3	0
CC(=O)Nc1ccc2oc(-c3ccccc3)nc2c1
 : 102	-1	1.1	-32	100	8	-3	-6	-13
CC1=NN(C(N)=S)C(=O)C1N=Nc1ccc([N+](=O)[O-])cc1 (configuration not stated)
 : 104	4	2.5	10	105	31	7	-14	4
CCOc1cc(CNC2CCCC2)ccc1OCc1ccccc1Cl
 : 90	32	5.9	16	109	27	-1	9	-5
CC(CNC(=O)CCc1nnc2ccc(N3CCC4(CC3)OCCO4)nn12)c1ccccc1 (configuration not stated)
 : 102	-39	0.4	10	104	24	0	-17	-17
Nc1c(O)ccc2c1C(=O)c1ccccc1C2=O
 : 98	18	1.2	32	116	-4	17	-6	9
COc1ccc(-n2nnnc2SCC(=O)c2cc3ccccc3o2)cc1
 : 102	-7	-0.3	-9	100	21	3	-2	19
CCNC(=O)CC1C(=O)N(c2ccc(C)cc2)C(=O)N1CCc1sccc1C (configuration not stated)
 : 103	-7	-1.1	-2	100	16	1	-8	0
O=C1c2ccccc2C(=O)c2c1cccc2N1CCN(CCO)CC1
 : 99	53*	-0.5	9	101	15	-2	11	-7

Brought forward from above: 5 compounds; new compounds follow.
Order of results: MEKK3 PB1 HTS	DNA FID counter	OXTR agonist	NALP1 inh	MEKK2wt PB1 HTS	PHOSPHO1 inh	MEKK2mut PB1 HTS	GPR7 antagonist	PfM18AAP inh
CC(CNC(=O)CCc1nnc2ccc(N3CCC4(CC3)OCCO4)nn12)c1ccccc1 (configuration not stated)
 : 102	-39	0.4	10	104	24	0	-17	-17
Nc1c(O)ccc2c1C(=O)c1ccccc1C2=O
 : 98	18	1.2	32	116	-4	17	-6	9
COc1ccc(-n2nnnc2SCC(=O)c2cc3ccccc3o2)cc1
 : 102	-7	-0.3	-9	100	21	3	-2	19
CCNC(=O)CC1C(=O)N(c2ccc(C)cc2)C(=O)N1CCc1sccc1C (configuration not stated)
 : 103	-7	-1.1	-2	100	16	1	-8	0
O=C1c2ccccc2C(=O)c2c1cccc2N1CCN(CCO)CC1
 : 99	53*	-0.5	9	101	15	-2	11	-7
COc1ccc(NC(=O)O/N=C/c2ccc(N(C)C)cc2)cc1
 : 101	-21	-1.5	36	104	34	3	-2	-3
CC(C)=C1C2CCC1C1C(=O)N(c3nc(-c4ccccc4)c(C)s3)C(=O)C21 (configuration not stated)
 : 99	-24	-2.3	20	102	-11	11	-18	-1
Cc1cccc(NC(=O)Cc2noc3ccccc23)c1C
 : 101	-2	0.6	28	101	-8	0	-5	-2
O=C(NCc1ccccc1)C1CCCN1C(=O)Nc1ccccc1[N+](=O)[O-] (configuration not stated)
 : 107	-4	/	18	103	-2	7	-14	0
Cc1nc2cccc(C(=O)NC3CCCCC3)c2o1
 : 98	5	0.7	32*	103	6	1	-12	6
